ATXN2 expr inh: Primary qHTS for Inhibitors of ATXN expression; Potency, µM (top dose mostly 57 µM), for the others: top-dose activity change, negative = inhibition, actives largely listed as inhibitors; HEK-293 ATXN2-luciferase reporter, luminescence, 24 h; AID 1745845, 2022; 0.72% of 360,000 active; further: potency means the concentration at half of the fitted maximal effect; on the % scale 0 is the no-effect control and ±100 the full control effect; nearly all actives have a fitted effect of over 55% in size
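ATXN2-luciferase reporter cells (luciferase flanked by upstream and downstream ATXN2 gene portions) were treated 24 h at 37 °C with compounds at up to 57 uM. SteadyGlo luminescence gave expression; GF-AFC fluorescence gave viability.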
HT1080 IDH1KD tx: qHTS for induction of synthetic lethality in tumor cells producing 2HG: qHTS for the HT-1080-IDH1KD cell line | HT-1080 IDH1 knockdown viability, ATP luminescence, 48 h | 2% of 360,000 active | Potency, µM (highest dose often 46.1 µM), inactives show at the highest dose activity, negative = toxicity, usual class: cytotoxic;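 further: potency means the concentration at half of the fitted maximal effect; 0% = DMSO wells and -100% = cell-free medium wells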
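Cytotoxicity counter-line: IDH1KD HT-1080, 48 h, CellTiter-Glo. Curves classed by r2, magnitude and activity.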
HepG2 tox: qHTS for Inhibitors of TGF-b: Cytotox Counterscreen; AID 588856, 2011; HepG2 CAGA-GFP viability, ATP luminescence, 18 h; Potency, µM (doses to about 46.1 µM), for the others: top-dose activity change, negative = cytotoxicity, usual class: cytotoxic; 0.76% of 410,000 active; further: potency means the concentration at half of the fitted maximal effect; some results filed as inactive show a strong effect at the top dose
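CellTiter-Glo luminescence gave cytotoxicity after 18 hours at 37 degrees C. The cells were HepG2 CAGA-GFP in 1% FBS DMEM, stimulated with 500 pg/mL TGF-beta after compound addition. %Activity was normalised to no-cell wells (complete cell-killing) and DMSO (no toxicity), and curves were fitted and classified.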
MCF10A rerep: A quantitative high throughput screen for small molecules that induce DNA re-replication in MCF 10a normal breast cells | MCF 10A DNA re-replication, Hoechst nuclear intensity, 48 h | 2.9% of 350,000 active | Potency, µM (top dose mostly 46.1 µM), for inactives: at the top dose activity, positive = re-replication, actives largely listed as activators; further: potency means the concentration at half of the fitted maximal effect; % of control where 0% means no effect; nearly all actives have a fitted effect of over 50% in size
S2 tox: Viability Counterscreen for Primary qHTS for Inhibitors of ATXN expression. S2 cells (HEK-293 line with an ATXN2-luciferase reporter) viability, CellTiter-Fluor protease fluorescence, 24 h. 0.49% of 400,000 active. Potency, µM (series often up to 56.7 µM), usual class: cytotoxic; further: potency means the concentration at half of the fitted maximal effect; nearly all actives have a fitted effect of over 40% in size
KB-3-1 cytotox: qHTS assay for MDR1-selective chemotherapeutics: Primary screen using the parental adenocarcinoma cell KB-3-1 | AID 1347075, 2019 | Potency, µM (series often up to 46.1 µM), for the others: at the highest dose activity change, negative = cytotoxic, most hits filed as cytotoxic | KB-3-1 viability, CellTiter-Glo ATP luminescence, 72 h | 1.4% of 400,000 active; further: potency means the concentration at half of the fitted maximal effect; on the % scale 0 is the no-effect control and ±100 the full control effect; nearly all actives have a fitted effect of over 60% in size
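KB-3-1 parental drug-naive adenocarcinoma cells in DMEM/10% FBS, incubated 72 h at 37 C with pin-transferred compounds across a concentration series. Viability by CellTiter-Glo luminescence; concentration-response curves fitted after normalization.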
SW480 rerep: A quantitative high throughput screen for small molecules that induce DNA re-replication in SW480 colon adenocarcinoma cells; 1.8% of 340,000 active; SW480 DNA re-replication, Hoechst DNA content imaging, 48 h; AID 624297, 2012; Potency, µM (series often up to 46.1 µM), without a hit: at the top dose re-replication activation, most hits filed as activators; further: potency means the concentration at half of the fitted maximal effect; % of control where 0% means no effect; nearly all actives have a fitted effect of over 55% in size
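SW480 cells exposed to compounds for 48 hr at 37 C, 5% CO2, then Hoechst-stained 40 min. Nuclear DNA content imaged by fluorescence scanning (405 nm excitation, 500-530 nm emission); re-replication scored as increased high-intensity nuclei.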
HT1080NT lethal: qHTS for induction of synthetic lethality in tumor cells producing 2HG: qHTS for the HT-1080-NT fibrosarcoma cell line | HT-1080-NT fibrosarcoma viability, CellTiter-Glo ATP luminescence, 48 h | Potency, µM (top dose mostly 46.1 µM), for the others: top-dose activity, negative = less viability, usual class: cytotoxic | 1.6% of 360,000 active | AID 686970, 2013;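 further: NT is the 2HG producing partner of a matched IDH1 knockdown line; potency means the concentration at half of the fitted maximal effect; 0% = DMSO-treated cells and -100% = media-only wells without cells; nearly all actives have a fitted effect of over 55% in size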
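Luminescent CellTiter-Glo readout after 48 hours of compound exposure at 37 degrees C defined viability of HT-1080-NT cells. Activity was normalized to DMSO wells and cell-free media wells; concentration-response curves were fitted and assigned curve classes.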
IL-1B inflam inh: qHTS for Inhibitors of Inflammasome Signaling: IL-1-beta AlphaLISA Primary Screen | AID 743279, 2014 | 4.7% of 360,000 active | activity change, % at 57.5 µM | THP-1 LPS/ATP IL-1B secretion, AlphaLISA, 16 h; active compounds read low; in the data active means activity change below about -50%; inconclusive means mostly about -30% to -49%; further: on the % scale 0 is the no-effect control and ±100 the full control effect
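THP-1 cells pretreated 1 hr with compounds (up to 57.5 uM final), then stimulated with LPS (250 ng/mL final) plus ATP (1.25 mM final); secreted IL-1B measured by AlphaLISA after 16 hr, decreased signal indicating inhibition.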
* hit, by the source's call; i = inactive; ? = inconclusive; · = not tested or not shown; [ ] = another dose, or the depositor's remark. Unless noted, the call rests on the fitted dose curve; in most records, active means well fitted curve in the direction sought with a large enough effect; inconclusive means small, poorly fitted or top-dose-only effect, or another doubt; inactive means no such curve, though single readings can be large; an effect the other way counts as inactive or inconclusive.

SMILES	ATXN2 expr inh	HT1080 IDH1KD tx	HepG2 tox	MCF10A rerep	S2 tox	KB-3-1 cytotox	SW480 rerep	HT1080NT lethal	IL-1B inflam inh
CC(=O)N/C(=N\OCc1ccccc1Cl)c1nonc1NC(C)=O	1%	-10%	-2%	3%	i	10%	2%	-1%	23
COC(=O)c1ccc(NC(=O)c2cccnc2)cc1	·	?	10%	2%	i	3%	-3%	?	-16
O=C(Nc1cccnc1)c1cccc(S(=O)(=O)Nc2cccc(Cl)c2)c1	-30%	-2%	-30%	5%	i	-3%	-17%	-13%	-23
Cc1ccc(OC(=O)CCN2C(=O)c3ccccc3C2=O)cc1C	1%[11.3 µM]	?	16%	-3%	i	13%	-8%	7%	36
O=C(c1cccs1)N1C[C@@H](n2cc(-c3ccc(F)cc3)nn2)[C@H](O)C[C@@H]1c1ccc(Cl)cc1	-22%	-15%	9%	·	?	28%	·	-5%	-16
CC1(C)Cc2c(C#N)c(N3CCOCC3)nc(Cc3ccccc3)c2CO1	3%	-1%	-1%	?	i	?	7%	-3%	-15
N#CCc1nn2c(-c3ccccc3)ccnc2c1C#N	-1%	14%	4%	-4%	i	4%	-6%	13%	34
COC(=O)c1nc(Cl)c(Cl)c(N)c1Cl	-6%	-18%	-6%	1%	i	21%	-1%	-18%	46
Cc1c(O)nc(SC2CC(=O)N(c3cc(Cl)cc(Cl)c3)C2=O)[nH]c1=O (stereo unspecified)	-12%	18%	13%	1%	i	-4%	0%	20%	11
Cc1ccc(N=C2S/C(=C\c3cn(CC(=O)O)c4ccccc34)C(=O)N2C)cc1	-10%	?	15%	10%	i	-15%	?	-22%	43
Cc1cccc(NC(=S)N(C)C)c1C	11%	2%	-39%	-1%	i	7%	-129%	6%	-11
CCCn1nnnc1NC(=O)c1cc(Cl)ccc1Cl	-11%	-21%	18%	?	i	-28%	-6%	-21%	11
COC(=O)/C(=N/Nc1cccc(C)c1)N1CCCc2ccccc21	-1%	13%	-5%	4%	i	2%	-120%[inhibitor]	-2%	38
CNS(=O)(=O)c1cc(Cl)ccc1Sc1ccccc1C(=O)O	-16%	2%	-1%	1%	i	1%	-13%	14%	-6
N#Cc1cnn(-c2ccccc2)c1NC(=O)CN1CCN(c2ccccc2)CC1	14%	16%	20%	3%	i	-1%	-8%	22%	37
CCOc1ccc(NC(=O)CN(C)C(=O)c2ccc3[nH]c4c(c3c2)CC(C)CC4)cc1OCC (stereo unspecified)	13%	-3%	-6%	18%	i	-5%	-3%	2%	-3
CCN(CC)CCNC(=O)C1c2ccccc2C(=O)N(C)C1c1cn(C)c2ccccc12 (stereo unspecified)	-12%	5%	17%	-14%	i	10%	-5%	5%	6
O=C1NCCCC1C(=O)NCCNC(=O)C(F)(F)F (stereo unspecified)	-5%	20%	-17%	7%	i	1%	5%	0%	8
Cc1ccc(C(=O)Nc2ccc(S(=O)(=O)N(Cc3ccccc3)c3ccccc3)cc2)cc1	-14%	·	-12%	·	i	?	·	·	·
CC(C)CN(C(=O)COC(=O)CCC(=O)c1ccc(Cl)cc1)c1c(N)n(Cc2ccccc2)c(=O)[nH]c1=O	-3%	-6%	-12%	3%	i	-7%	-318%[inhibitor]	-12%	-7
CCC(C)NS(=O)(=O)c1ccc(F)c(C(=O)Nc2c(F)cc(F)cc2Br)c1 (stereo unspecified)	-2%	-10%	14%	?	i	-6%	-29%	-11%	16
Cc1ccc(-c2csc3ncnc(N4CCN(S(=O)(=O)c5cccs5)CC4)c23)cc1	?	-1%	6%	?	?	?	1%	-10%	29
CN(C)CCN(C)C1CN(C2CCCC2)S(=O)(=O)C1 (stereo unspecified)	8%	19%	-1%	·	i	0%	·	18%	34
COc1ccc(S(=O)(=O)Nc2ccc(C)cc2)cc1OC	0%	0%	-14%	0%	i	-4%	-10%	6%	18
CC(Oc1ccccc1)C(=O)NC1CCSc2ccccc21 (stereo unspecified)	·	0%	-11%	0%	i	-6%	-7%	-3%	13
Continued:
SMILES	ATXN2 expr inh	HT1080 IDH1KD tx	HepG2 tox	MCF10A rerep	S2 tox	KB-3-1 cytotox	SW480 rerep	HT1080NT lethal	IL-1B inflam inh
COc1cc(/C=C2\NC(=S)N(C)C2=O)ccc1OCc1cccc(F)c1	·	-2%	-1%	?	i	-16%	-11%	-6%	26
COc1cccc(CNC(=O)c2cnc(N3CCCC3)nc2C)c1	-3%	·	-4%	·	i	0%	·	·	·
Cc1c(C(=O)N(C)C(C)c2ccccn2)oc2c(F)cccc12 (stereo unspecified)	15%	4%	-14%	3%	i	9%	-2%	3%	7
CC[N+](CC)(CC)CC(=O)Nc1c(C)cccc1C	5%	18%	-1%	-22%	i	0%	?	6%	4
CC1=CC(C)C2COC(c3ccc[n+](C)c3)C1C2C (stereo unspecified)	0%	-13%	11%	-56%[inhibitor]	i	-7%	33%	4%	0
Cc1ccc(C)c(NC(=O)CN2C(=O)NC(CCc3ccccc3)C2=O)c1 (stereo unspecified)	-7%	-22%	-2%	16%	i	?	-37%[inhibitor]	-11%	-2
CSCCC(=O)Nc1ccc(C(C)=O)cc1	50%[activator]	-3%[9.24 µM]	2%	12%	i	5%	-7%	4%	1
CC(C)c1ccc(NC(=O)CN2C(=O)NC(Cc3c[nH]c4ccccc34)C2=O)cc1 (stereo unspecified)	-15%	?	-40%	?	?	-5%	1%	?	-59*
CCOc1ccc(CN(C(=O)/C=C/c2ccco2)C2CCS(=O)(=O)C2)cc1 (stereo unspecified)	-7%	17%	1%	1%	i	11%	0%	?	-13
CCN(CC)C(=O)CSc1nnc([C@H](CCSC)NC(=O)OC(C)(C)C)o1	5%	0%	2%	-2%	i	0%	0%	-1%	-5
Cc1c(C)n2c(SCC(=O)N3CCCC3)nnc2[nH]c1=O	-2%	2%	4%	-37%[inhibitor]	i	2%	-46%[inhibitor]	7%	-1
CC(C)C(=O)Nc1ccc(NC(=O)c2ccco2)cn1	20%	21%	-7%	2%	i	2%	-7%	29%	21
O=C(Nc1ccccc1)Nc1ncc([N+](=O)[O-])s1	?	9.2µM*	-23%	4%	22µM*	18µM*	?	9.2µM*	-87*
O=C(COc1ccc([N+](=O)[O-])cc1)NC(C(=O)O)C(O)c1cccc([N+](=O)[O-])c1 (stereo unspecified)	-15%	12%	14%	-3%	i	?	-1%	20%	8
COc1ccccc1CNC(=O)COC(=O)C1=COCCO1	-10%	8%	12%	1%	i	5%	?	9%	14
O=C(NCCCN1CCCC1)c1ccc2c(Cl)c3c(nc2c1)CCCC3	·	23µM*	-36%	12%	i	4%	-8%	18µM*	·
CC(C)C[C@H]1CN([C@@H](CC(C)C)CN2CCC[C@H]2CN2C(=O)C(=O)NC[C@@H]2Cc2ccc(O)cc2)C(=O)C(=O)N1CC1CCCCCC1	?	9%	·	·	·	?	·	19%	-52*
COc1ccc(N(CC(=O)N/N=C/c2ccccc2OC)S(=O)(=O)c2ccccc2)cc1	-1%	7%	-9%	11%	i	2%	?	1%	4
CC(C)N(Cc1ccccc1)C(=S)Nc1ccccc1F	12%	6%	3%	2%	i	-4%	7%	0%	-13
Cc1nnc(SCC(=O)NNC(=O)c2ccco2)n1-c1ccccc1	0%	9%	16%	-1%	i	5%	1%	10%	1
NC(=S)Nc1cccc(Cl)c1	13%	9%	-6%	8%	i	9%	-4%	6%	10
CO/N=C\c1cc(C(=O)c2ccc(Cl)cc2Cl)cn1C	-15%	-1%	-8%	?	i	?	?	-9%	-62*
O=C(Nc1ccc(F)cc1F)Nc1sccc1-c1nc2ccccc2s1	·	1%	1%	19%	i	6%	-18%	?	-7
O=c1cc(CCl)nc(Cc2c(Cl)cccc2Cl)[nH]1	?	26µM*	-33%	18µM*	?	?	?	23µM*	-23
Cc1cccc(OCC(=O)N/N=C\C=C\c2ccc3c(c2)OCO3)c1C	-25%	?	-33%	17%	i	4%	-9%	-21%	16
Following part:
SMILES	ATXN2 expr inh	HT1080 IDH1KD tx	HepG2 tox	MCF10A rerep	S2 tox	KB-3-1 cytotox	SW480 rerep	HT1080NT lethal	IL-1B inflam inh
CCOC(=O)CC1C(=O)NCCN1S(=O)(=O)c1ccc(Cl)cc1Cl (stereo unspecified)	3%	0%	5%	-6%	i	-3%	10%	-10%	14
Cc1ccc(NC2=C(NCCO)C(=O)c3ccccc3C2=O)cc1	24%	?	-21%	19%	i	?	?	?	-17
CN(c1ccccc1)S(=O)(=O)c1ccc(C(=O)NCc2cccnc2)cc1	·	-1%	7%	·	i	-22%	·	-2%	12
O=C1CC(c2ccccc2F)c2c(c3ccccc3[nH]c2=O)O1 (stereo unspecified)	-5%	8%	-23%	1%	i	9%	-7%	0%	-26
CCCSCCCNC(=O)c1ccc(C)c(NC(=O)c2nsc3ccccc23)c1	-28%	·	-39%	·	i	-12%	·	·	·
N#Cc1cc2c(nc1SCc1cccnc1)CCC2	-5%	-3%	-17%	3%	i	15%	0%	-7%	-21

3 entries from above, reformatted.
molecule,ATXN2 expr inh,HT1080 IDH1KD tx,HepG2 tox,MCF10A rerep,S2 tox,KB-3-1 cytotox,SW480 rerep,HT1080NT lethal,IL-1B inflam inh
CCOC(=O)CC1C(=O)NCCN1S(=O)(=O)c1ccc(Cl)cc1Cl (stereo unspecified),3%,0%,5%,-6%,i,-3%,10%,-10%,14
Cc1ccc(NC2=C(NCCO)C(=O)c3ccccc3C2=O)cc1,24%,?,-21%,19%,i,?,?,?,-17
CN(c1ccccc1)S(=O)(=O)c1ccc(C(=O)NCc2cccnc2)cc1,·,-1%,7%,·,i,-22%,·,-2%,12
